Yeast growth inh – yeast BB579 growth reduction in restrictive medium. S. cerevisiae BB579 growth, OD615, 48 h. inhibition, % at 10 µM. hit rate 0.51% among 140,000. AID 804;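 active means inhibition above a set limit, 3 SD over the mean compound inhibition, cut at about 44% in these data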; further: inactives centre near -24
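test system = yeast BB579 (DeaD) | buffer or medium = restrictive CSMM-D medium | doses = single compound dose of 10 µM, 0.25% DMSO final | times = 4 h preincubation and 48 h exposure at 30 °C | technique = culture absorbance at 615 nm | benchmarks = amphotericin B 10 µg/mL, positive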
Yeast life ext – yeast lifespan extension. hit rate 0.68% among 130,000. inhibition of the nicotinamide effect, % at 10 µM. S. cerevisiae growth with nicotinamide, OD615; deaD strain in restrictive glucose medium;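 active means inhibition above a set limit, placed 3 SD over the median of all compounds, cut at about 26% in these data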;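 further: 0% = nicotinamide-treated wells and 100% = cells grown without nicotinamide; some compounds called inactive have numbers as strong as hits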
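Material: Modified budding yeast, DeaD strain | Medium: Restrictive glucose medium | Probe or stimulus: 1.5 mM nicotinamide | Dosing: Single dose 10 µM compound, 0.25% DMSO | Times: 48 h at 30 °C | Technique: OD615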
NPY Y2 blocker – blocks the human neuropeptide Y Y2 receptor; hit rate 0.99% among 140,000; inhibition, % at 2.7 µM; P49146; NPY-Y2 expressing cells, antagonist mode; AID 793; in the data active means inhibition above about 17%;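 further: 0% = vehicle with agonist challenge and 100% = reference antagonist with challenge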
Target sequence (P49146 whole entry, looked up): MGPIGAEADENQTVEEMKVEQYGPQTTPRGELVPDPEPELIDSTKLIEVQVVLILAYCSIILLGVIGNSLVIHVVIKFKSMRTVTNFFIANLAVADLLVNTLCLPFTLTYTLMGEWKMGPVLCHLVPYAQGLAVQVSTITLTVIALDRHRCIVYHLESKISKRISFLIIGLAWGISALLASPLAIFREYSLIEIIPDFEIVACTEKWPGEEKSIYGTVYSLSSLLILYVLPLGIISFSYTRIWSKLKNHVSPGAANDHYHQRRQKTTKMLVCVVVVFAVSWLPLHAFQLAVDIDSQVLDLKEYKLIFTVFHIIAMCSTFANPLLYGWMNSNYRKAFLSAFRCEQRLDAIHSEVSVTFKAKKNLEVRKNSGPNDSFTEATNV
HCT116 bCat-KO – beta-catenin-lacking colon tumor cell growth suppression | HCT116 beta-catenin knockout viability, CellTiter-Glo, 60 h; stronger effect = lower value | viability, % at 10 µM | AID 818 | hit rate 1.5% among 140,000;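 active means viability at or under a set limit, the compound median less 4 SD, cut at about 6% in these data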;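 further: 0% = Hyamine 1622 control at 20 µM and 100% = untreated cell control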
Phagocytosis inh – macrophage phagocytosis inhibition. J774A.1 macrophage IgG-bead phagocytosis, imaging. inhibition, % at 5 µM. hit rate 0.07% among 110,000. AID 1029;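 active means inhibition above the mean of the plate negative controls plus 5 SD, cut at about 13% in these data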;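 further: phagocytic index as fraction of beads internalized from green versus red external bead signal; plate controls were DMSO negative control for no effect and cytochalasin-D positive control for full effect; some results beyond the cut were filed as inactive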
PTEN del growth – suppresses growth of cells with PTEN deletion | HCT116 PTEN-null viability, CellTiter-Glo, 60 h; stronger effect = lower value | viability, % at 10 µM | hit rate 1.2% among 140,000;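 active means viability at or below a set limit, 4 SD under the median of all tested compounds, cut at about 3.7% in these data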;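 further: PTEN knockout HCT116 line with beta catenin targeted HCT116 as companion control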
GALR2 antag – blocks the human galanin receptor 2; AID 828; GALR2-expressing cells, antagonist mode; O43603; inhibition, % at 4 µM; hit rate 0.39% among 140,000; in the data active means inhibition above about 27%;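 further: cells stimulated with galanin 1-16 at roughly its EC80; 0% = agonist challenge control and 100% = basal control without agonist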
Target sequence (O43603 whole entry, looked up): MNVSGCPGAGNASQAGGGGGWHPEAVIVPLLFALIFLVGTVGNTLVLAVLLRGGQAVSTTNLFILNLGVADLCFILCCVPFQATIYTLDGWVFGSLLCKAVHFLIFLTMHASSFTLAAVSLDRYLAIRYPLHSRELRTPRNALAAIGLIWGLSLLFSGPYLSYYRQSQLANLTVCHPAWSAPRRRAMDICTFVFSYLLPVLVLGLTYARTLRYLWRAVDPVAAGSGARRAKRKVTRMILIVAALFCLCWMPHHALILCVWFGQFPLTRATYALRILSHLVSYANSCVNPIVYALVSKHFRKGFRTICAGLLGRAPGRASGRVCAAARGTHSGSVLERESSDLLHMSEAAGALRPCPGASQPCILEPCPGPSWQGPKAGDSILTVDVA
E-sel TNF inh – TNF alpha driven E-selectin expression inhibition; HUVEC TNFa-induced E-selectin immunofluorescence, high content; inhibition, % at 2 µM; hit rate 0.71% among 120,000;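 active means inhibition above the batch mean plus 3 SD, and confirmed as a hit on visual image review, cut at about 43% in these data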;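 further: 0% = TNF-stimulated DMSO wells and 100% = unstimulated control wells; not every result past the cut was called active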
MRP1 act – MRP-1 activation. H69AR cells + doxorubicin, viability rescue, CellTiter-Glo. viability increase, % at 10 µM. hit rate 0.61% among 140,000;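 active means viability gain under doxorubicin at or above a set limit, the compound median plus 3 SD, cut at about 4.7% in these data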;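 further: MRP-1 overexpressing cells given doxorubicin 25 µM after compound pretreatment; 18-22 h compound pretreatment then 72 h with doxorubicin before readout; 0% = doxorubicin-only wells and 100% = vehicle-treated cells without doxorubicin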
Measles CPE – protection of cells from measles virus; protection (pct of control), % at 4 µM; Measles virus-infected cells, CPE protection, absorbance; hit rate 1.5% among 140,000; in the data active means protection mostly above about 24%, no sharp cut-off; inactive means mostly below about 26%; further: some compounds called inactive have numbers as strong as hits
Numbers without * were called inactive; / = no result given; & = joins results of further samples.

Screens in order: MRP1 act	NPY Y2 blocker	E-sel TNF inh	Measles CPE	GALR2 antag	Yeast life ext	Phagocytosis inh	PTEN del growth	Yeast growth inh	HCT116 bCat-KO
- COC(=O)C(C)n1cnc2c(nnn2-c2cccc(Cl)c2)c1=O (stereo unspecified)
→ 3.5	1	-6	3	6	-7	0	101	-13	97
- Cc1cc(Br)c(NC(=O)COC(=O)C2CC2C)c(Br)c1 (stereo unspecified)
→ 0.2	1	-16	2	11	-2	1	100	-29	98
- CC(C)N(C(=O)Cn1c(SCC(=O)Nc2nccs2)nc2ccccc21)C(C)C
→ -3.2	5	-13	7	5	/	/	103	-23	91
- Fc1ccc(NC(=S)N/N=C/c2cccc(Br)c2)c(F)c1
→ 0.3	2	-2	4	-1	-11	-2	53	-48	35
- CCSc1nnc(NC(=O)CSc2nnc(Cc3cccn3C)n2-c2ccc(C)cc2)s1
→ -1.3	1	23	1	-1	-8	1	97	-80	101
- CCOC(=O)C1CCCN(Cc2ccc3c(c2)OCO3)C1 (stereo unspecified)
→ -2.3	1	/	8	2	/	/	87	-25	98
- C=CCn1c(O)c(C(CC)=NCCN2CCOCC2)c(=O)[nH]c1=O
→ -3.7	1	-4	3	0	37*	0	100	20	96
- O=C(NCc1ccco1)c1ccc(Cn2c(=O)c3ccccc3n(Cc3cccc(F)c3)c2=O)cc1
→ -3.6	-1	6	8	-5	2	/	79	-29	94
- Cc1cccc2cc(CN(Cc3ccc(F)cc3)C(=O)N3CCOCC3)c3nnnn3c12
→ -1.9	-1	-34	3	1	3	-4	82	-45	83
- COc1cc2c(cc1NC(=S)Nc1cccc3ccccc13)oc1ccccc12
→ -1.9	2	-11	3	2	-12	/	70	-72	74
- O=C(/C=C/c1ccccc1)N1CCN(c2c(Cl)cccc2[N+](=O)[O-])CC1
→ -1.4	5	/	20	3	3	/	94	-27	78
- CCc1c(O)nc(SCC(=O)Nc2ccccc2)n(C(C)CC)c1=O (stereo unspecified)
→ 0.1	-2	10	3	2	-7	0	/	-20	98
- Cc1ccc(N2CC(C(=O)N3CCc4ccccc4C3)CC2=O)cc1 (stereo unspecified)
→ 0.0	1	1	5	4	-10	0	89	-36	85
- O=c1c2ccccc2cnn1Cc1n[nH]c(=S)n1-c1cc(Cl)cc(Cl)c1
→ -0.2	5	-5	21	-3	-5	-12	96	-16	95
- CCOC(=O)C1CCN(C(c2cccs2)c2sc3nc(C)nn3c2O)CC1 (stereo unspecified)
→ -3.9	3	-11	30	2	0	-1	94	-16	99
- Cc1nnc(SCc2cccs2)[nH]c1=O
→ -0.3	3	-14	22	1	/	/	97	-21	91
- Cc1c(C#N)c2ncn(CCCN(C)C)c(=O)c2n1-c1ccccc1
→ -1.2	3	-12	0	5	-5	2	93	-29	96
- CCOC(=O)c1[nH]c(C)c(/C(O)=C2\C(=O)C(=O)N(CCN3CCOCC3)C2c2cccs2)c1C (stereo unspecified)
→ -3.8	2	-44	5	-10	-10	/	32	3	37
- CCN1C(=O)c2cccc3c(S(=O)(=O)Nc4ncccc4C)ccc1c23
→ -3.8	8	/	3	-4	-16	-2	42	-30	46
- CCN(CC)S(=O)(=O)c1ccc(N2CCOCC2)c(NC(=O)c2cnccn2)c1
→ -3.3	0	11	6	8	2	-3	102	-25	93

The last 2 compounds of the section before come first, to join the parts.
Screens in order: MRP1 act	NPY Y2 blocker	E-sel TNF inh	Measles CPE	GALR2 antag	Yeast life ext	Phagocytosis inh	PTEN del growth	Yeast growth inh	HCT116 bCat-KO
- CCN1C(=O)c2cccc3c(S(=O)(=O)Nc4ncccc4C)ccc1c23
→ -3.8	8	/	3	-4	-16	-2	42	-30	46
- CCN(CC)S(=O)(=O)c1ccc(N2CCOCC2)c(NC(=O)c2cnccn2)c1
→ -3.3	0	11	6	8	2	-3	102	-25	93
- Cc1cccc(OCc2nc(-c3ccc(-n4cccc4)cc3)no2)c1
→ 2.7	2	-19	11	-7	-6	/	84	5	86
- O=[N+]([O-])c1cc2c(cc1/C=N/Nc1nc(N3CCCC3)nc(N3CCCC3)n1)OCO2
→ 2.5	3	/	3	8	-6	5	92	-62	89
- Cc1coc2cc3oc(=O)c(Cc4ccccc4)c(C)c3cc12
→ -2.9	2	-35	5	3	6	-1	91	-35	88
- COc1ccc(C(=O)Nc2ccc(Cl)c(Cl)c2)c(OC)n1
→ -0.7	5	-14	17	-1	-10	-1	74	-23	69
- Cn1c(SCC(=O)NCc2ccco2)nnc1-c1ccccc1
→ -2.3	1	-9	15	9	/	/	111	-43	98
- CCc1cccc(CC)c1N(COC)C(=O)Cn1c(C(C)O)nc2ccccc21 (stereo unspecified)
→ -5.2	1	7	5	6	-13	-5	75	-9	80
- Cc1[nH]c(=O)c(C(=O)/C=C/c2ccccc2)c2c1CCCC2
→ -2.4	3	1	6	16	13	0	1.8*	-31	2.5*
- O=C(NCCCN1CCCC1=O)c1cccnc1
→ -1.8	2	-15	7	8	-3	-1	96	-33	96
- Cc1cccc(C)c1NC(=O)C1CCCN(CCCc2ccccc2)C1 (stereo unspecified)
→ -3.7	4	-9	11	9	-9	-3	78	-26	89
- O=C(O)CSc1nnc(Cc2ccccc2)n1Cc1ccccc1
→ -0.9	2	/	4	-7	-9	-1	96	-19	94
- COc1cc(CNn2c(C)n[nH]c2=S)cc(Cl)c1OCc1ccc(F)cc1
→ 0.5	2	-43	5	3	5	0	85&80	-46	73
- CCCN1C(=O)c2cccc3c(N4CCCCC4)ccc(c23)C1=O
→ -0.9	9	/	24	-14	0	-9	70	-21	67
- CS(=O)(=O)N(CC(=O)N1CCC(C(N)=O)CC1)c1ccc(Cl)c(C(F)(F)F)c1
→ -0.4	0	/	15	-13	-11	-2	93	17	102
- Cn1c(=O)cc(OCCCC(=O)Nc2cccnc2)c2ccccc21
→ -1.6	1	17	7	3	-15	-5	89	-34	90
- Cc1ccc(NC(=O)c2cc(S(=O)(=O)N3CCC4(CC3)OCCO4)ccc2F)cc1
→ -1.4	12	-11	18	-12	-2	-3	77	6	85
- Cc1cc(N2CCC(C(=O)Nc3ccc(F)cc3)CC2)nc(-c2ccccc2)n1
→ -3.4	3	/	6	8	-25	-2	86	-33	73
- COCCCNC(=O)c1ccccc1SC
→ -2.2	-2	8	28	5	-1	-3	85	-22	86
- Cc1nn(-c2ccccc2)c2sc(C(=O)NC3CC3)cc12
→ -1.9	0	-1	12	2	-3	3	84	-32	83
- CC(=O)NC(Cc1ccccc1)C(=O)OCC(=O)c1ccccc1 (stereo unspecified)
→ -0.8	1	-5	6	7	0	-4	103	-8	93
- O=S(=O)(Nc1cc2nc3ccccc3nc2n1Cc1ccccc1)c1ccc(Cl)cc1
→ -2.7	0	/	5	18	2	-4	76	-43	86
- CC1Cc2ccccc2N1S(=O)(=O)c1cccc(C(=O)c2nccn2C)c1 (stereo unspecified)
→ -2.4	2	-23	25	1	4	0	80	-49	86
- Cc1ccc(S(=O)(=O)N/N=C\c2ccc3c(c2)OCO3)cc1
→ 0.5	13	-13	2	-9	-15	/	96	-17	90
- CC1CCCCN1c1nc(-c2ccncc2)nc2ccccc12 (stereo unspecified)
→ -0.5	8	15	18	-8	-6	-1	70	-38	65
- Cn1c(COc2ccccc2)nnc1SCC(=O)Nc1ccc(N2CCOCC2)c(Cl)c1
→ -0.6	-2	14	3	22	-22	-2	95	-18	81
- Cc1ccc(C)c(N2CCN(C(=O)CCCN3C(=S)NC(C)(C)CC3C)CC2)c1 (stereo unspecified)
→ -0.7	0	-12	5	1	-4	-9	40	-10	24
- COc1cc2c(cc1OC)CN(Cc1cccs1)CC2
→ -1.0	2	-33	6	-5	-5	-1	87	-23	90
- O=C(NCc1cccnc1)C(=O)NCC1OCCN1S(=O)(=O)c1ccccc1 (stereo unspecified)
→ -0.9	2	16	8	-3	-4	/	90	-6	92
- COc1ccc(N2C(=O)/C(=C/c3ccc([N+](=O)[O-])cc3)C=C2c2ccccc2)cc1
→ -5.2	2	11	3	17	-13	0	47	-48	38
- CCOCC(=O)Nc1c(C(=O)Nc2ccc(OC)cc2OC)oc2ccccc12
→ -2.4	5	21	5	-1	-7	-1	80	-45	82
- O=C(NCc1ccc2c(c1)OCO2)c1ccc(N2C(=O)C3CCCCC3C2=O)cc1 (stereo unspecified)
→ 0.1	5	-20	10	-6	-4	/	106	-64	101
- CC1(C)CC(NC(=O)CC2CCCCC2)CC(C)(C)N1
→ 0.1	6	/	9	0	5	-1	103	-37	110
- Cc1ccc(C)c(S(=O)(=O)N2CCN(C(=O)Cn3c(C(F)(F)F)nc4ccccc43)CC2)c1
→ -2.3	0	11	16	-1	-14	-2	83	-24	88
- Cc1cc(N2CCN(C)CC2)nc2ccc(NC(=O)c3ccc(Br)o3)cc12
→ -2.4	1	14	16	6	-15	-1	11	4	14
- COc1ccc(C(=O)CSc2nnc(NC(=O)C3CC(=O)N(c4cccc(OC)c4)C3)s2)cc1 (stereo unspecified)
→ -0.8	3	/	4	4	1	6	95	-30	94
- COc1cc(OC)cc(-c2nnc(Nc3nc4c(F)cccc4s3)o2)c1
→ -3.9	1	-8	13	0	-3	0	66	-21	55
- CC1CN(CCOc2ccccc2-c2ccccc2)CC(C)O1 (stereo unspecified)
→ -1.6	5	8	18	-4	1	-3	82	-59	74
- CCN(CC)S(=O)(=O)c1ccc(Cl)c(NC(=O)c2ccc(C#N)cc2)c1
→ -2.1	2	-33	5	14	-2	0	83	7	82
